FLuc counter – firefly luciferase modulation, counter-screen for miR-21 project; P08659; purified FLuc, Km substrates, luminescence inhibition; Potency, µM (doses to about 57.5 µM), without a hit: at the highest dose activity change, negative = inhibition, hits mostly inhibitors; 360,000 compounds, 6.9% hits; active = well fitted inhibition curve with a large enough effect; inconclusive = small, poorly fitted or top-dose-only effect;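 note: plate controls were vehicle for no effect and reference inhibitor for full effect; nearly all actives have a fitted effect of over 55% in size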
Target sequence (P08659 whole entry, looked up): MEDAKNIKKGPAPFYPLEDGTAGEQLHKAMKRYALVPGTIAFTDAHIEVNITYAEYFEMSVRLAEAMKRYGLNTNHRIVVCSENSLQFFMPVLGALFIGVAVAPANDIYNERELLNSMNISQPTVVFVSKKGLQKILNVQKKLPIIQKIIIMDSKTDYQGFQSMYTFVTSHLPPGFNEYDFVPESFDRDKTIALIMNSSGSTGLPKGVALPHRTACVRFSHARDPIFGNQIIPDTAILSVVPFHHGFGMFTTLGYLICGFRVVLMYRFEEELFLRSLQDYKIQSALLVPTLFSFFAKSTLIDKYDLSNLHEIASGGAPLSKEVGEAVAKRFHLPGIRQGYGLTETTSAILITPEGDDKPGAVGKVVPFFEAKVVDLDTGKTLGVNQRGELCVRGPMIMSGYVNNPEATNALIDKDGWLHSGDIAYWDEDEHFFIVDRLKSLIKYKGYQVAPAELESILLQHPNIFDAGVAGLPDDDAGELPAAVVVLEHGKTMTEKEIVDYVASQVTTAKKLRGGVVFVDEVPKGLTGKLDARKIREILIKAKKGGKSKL
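Biochemical qHTS of compounds, final roughly 60 µM downward over six points, against 10 nM purified firefly luciferase using Km concentrations of substrates (10 uM D-luciferin, 10 uM ATP) in Tris acetate pH 7.5 buffer; luminescence output.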
Active calls of the source: *; ? = inconclusive. Potency is the fitted concentration of half-maximal effect. An excerpt, so the mix of outcomes need not match the whole.

canonical_smiles,FLuc counter
CCCn1c(=O)c2sccc2n2c(CCCC(=O)N3CCN(c4ccccc4OC)CC3)nnc12,-0.4%
CCc1ccc(S(=O)(=O)c2nnn3c2nc(Nc2cc(OC)ccc2OC)c2sccc23)cc1,0.0%
Cc1cccc(OCc2ccc(-c3nc(C#N)c(N4CCN(c5ccccc5)CC4)o3)o2)c1,-6.7%
COc1ccc(-c2c3c(nc4sc(C(=O)Nc5cccc(OC)c5)c(N)c24)CC(C)(C)CC3=O)cc1,-2.0%
Cc1csc2nc(CCNS(=O)(=O)c3ccc(F)cc3)cn12,-2.5%
N#Cc1ccc(CSc2nc3c(c(=O)[nH]2)CCC3)cc1,-1.7%
CC(=O)c1ccc(Nc2nc3c(S(=O)(=O)c4ccccc4)nnn3c3ccc(Cl)cc23)cc1,0.6%
Cc1nc2c(C(=O)NCc3ccccc3Cl)cnn2c(C)c1Cc1ccccc1,-3.1%
CC(C)(C)OC(=O)N1CCC(c2c(C(=O)N3CCN(c4ccc(Cl)cc4)CC3)cnn2-c2ccc(F)cc2F)CC1,-7.2%
CCN1C(=O)c2ccccc2S(=O)(=O)c2ccc(C(=O)NCc3ccccc3Cl)cc21,4.0%
Cc1c(Cl)cccc1NC(=O)C(=O)NCCc1csc2nc(-c3ccccc3F)nn12,-6.1%
O=C(O)CCn1cnc2onc(-c3cc(F)cc(F)c3)c2c1=O,-16.1%
CCOc1ccc(NC(=O)c2cc3cc(C)ccc3n2C)cc1,-3.5%
O=C(NCCCc1nc2ccccc2n1Cc1cccc(Cl)c1)C1CCCCC1,-19.2%
Cc1cc(C)c2c(CC(=O)Nc3c(C(=O)c4ccc(F)cc4)oc4ccccc34)coc2c1,-2.3%
COc1cccc(Cn2c(CNS(=O)(=O)c3ccc(C(C)(C)C)cc3)nc3cccnc32)c1,-11.7%
Cn1c2ccccc2c2cnn(CC(=O)N3CCN(c4cccc(C(F)(F)F)c4)CC3)c(=O)c21,-3.7%
COc1ccc(-c2noc(-c3ccc(NC(C)c4ccccc4)c([N+](=O)[O-])c3)n2)cc1OC (configuration not stated),10.7µM*
Cc1ccc2c(=O)c(C(=O)c3ccccc3)cn(CC(=O)Nc3ccccc3C)c2n1,1.0%
COc1cc(NC(=O)CCn2cnc3ccccc3c2=O)cc(OC)c1,-5.8%
Cc1ccc(C)c(N2CCN(C(=O)C3CCN(C(=O)c4cc5sccc5n4C)CC3)CC2)c1,-9.9%
O=C(c1cc(-c2ccc(Cl)cc2)on1)N(Cc1ccc(F)cc1)Cc1ccco1,-6.9%
Cc1cccc2cc(CN(C(=O)c3cccc(Cl)c3)c3ccccc3)c(=O)[nH]c12,1.8%
CCOc1ccc(CCNC(=O)CCc2cn(Cc3ccc(C)cc3)c3ccccc23)cc1,-8.2%
CC1=C(C(=O)N2CCN(c3cccc(C(F)(F)F)c3)CC2)C2(CCCCC2)OC1=O,-5.3%
COc1cc(CN(C(=O)c2ccccc2)c2ccccn2)cc(OC)c1OC,-1.5%
CCOC(=O)CNS(=O)(=O)c1cc(-c2nnc(Nc3cccc(O)c3)c3ccccc23)ccc1C,?
Cc1ccc(-c2cc3ncc(C(=O)c4cc([N+](=O)[O-])ccc4O)cn3n2)cc1,9.53µM*
CCC(=O)N1CCc2cc(CNC(=O)Nc3cc(OC)c(OC)c(OC)c3)ccc21,3.2%
O=C(CN1C(=O)COc2ccc(S(=O)(=O)N3CCCCC3)cc21)NCCc1ccc(Cl)cc1,-11.5%
Cc1ccccc1CCNCc1c(C(=O)O)c(C)n(Cc2c(F)cccc2Cl)c1C,-3.0%
Cc1cccc(Cn2cnc3c(oc4ccccc43)c2=O)c1,-1.5%
CCc1ccc(CNC(=O)c2nn(-c3ccc(C)c(C)c3)nc2CO)cc1,-3.0%
COc1ccc(CNC(=O)c2nn(C)c3c2CSc2ccccc2-3)cc1,1.4%
Cc1ccc(-c2nc(-c3cc4cccc(OCc5cccc(C)c5)c4oc3=O)no2)cc1,0.3%
Cc1cc(C)cc(NC(=O)C(=O)NCCc2sc(-c3cccc(F)c3)nc2C)c1,-2.7%
Cc1ccc(-c2nc3ccccc3o2)cc1NC(=O)c1cccc2c(Cl)cccc12,-10.5%
Cc1ccc(NC(=O)COc2ccc3oc4c(c3c2)CCCC4)c(C)c1,4.1%
COc1ccc2c(c1)-c1nc(NC(=O)c3ccccc3F)sc1CC2,?
Cc1cc(=O)n(CC(=O)N2CCN(c3ccccc3F)CC2)c2c1c(C)nn2C,-2.4%
O=C(CSc1nc(-c2ccccc2)c2ccccc2n1)Nc1ccc(F)cc1,-2.2%
Cc1cc(NC(=O)c2cc(-c3ccc(Cl)cc3)on2)n(-c2ccccc2)n1,-8.2%
COc1ccccc1CNC(=O)CN1C(=O)CSc2c1c(C)nn2-c1ccccc1,2.0%
CCc1cccc(C)c1NC(=O)CCn1nc(C)c2c(C)n(-c3ccccc3)nc2c1=O,-6.6%
COCCOC(=O)C1=C(C)NC(=O)NC1c1cn(-c2ccccc2)nc1-c1ccccc1 (configuration not stated),-11.3%
Cc1nn(C)c(C)c1CCNC(=O)Nc1ccccc1C(F)(F)F,-6.1%
Cc1cccc(Cn2c(=O)n(Cc3ccccc3)c(=O)c3oc4ccccc4c32)c1,-1.9%
CCCCNC(=O)CSc1nc2ccccc2nc1Cc1ccccc1,0.1%
CCc1ccc(C(=O)c2cn(CC(=O)NC3CCCCC3)c3nc(C)ccc3c2=O)cc1,-7.2%
Cc1ccc(CSc2ncc(Cl)c(C(=O)NCCc3ccc(S(N)(=O)=O)cc3)n2)cc1,-11.9%

Continuation.
canonical_smiles,FLuc counter
CCN(CC)C(=O)Cn1c(=O)nc(-c2ccccc2F)c2cc(Cl)ccc21,-2.5%
Cc1csc2nc(-c3cccc(NS(C)(=O)=O)c3)cn12,26.9µM*
CCCCCOC(=O)c1ccc(Nc2nc(C(=O)OCC)nc3ccccc23)cc1,-6.3%
CCOC(=O)c1ccc(NC(=O)CCn2ccc(C)n2)cc1,-4.6%
COC(=O)CSc1nc2sc3c(c2c(=O)n1-c1ccccc1)C(C)CCC3 (configuration not stated),-0.8%
COc1ccc2c(c1)CC(C(=O)Nc1ccc(Br)c(C)c1)CO2 (configuration not stated),-0.7%
CCC(C(=O)Nc1ccc(C(C)=O)cc1)n1c(C)c2cnn(-c3ccccc3)c(=O)c2c1C (configuration not stated),-3.4%
CCOC(=O)c1cc2c(=O)n3ccccc3nc2n(CCCOC)c1=NC(=O)C(C)(C)Oc1ccc(Cl)cc1,2.1%
CCOc1ccccc1NC(=O)N1c2ccccc2Sc2ccccc21,-2.0%
CCOC(=O)c1ccc(NC(=O)CCC(=O)N2Cc3ccccc3Oc3ncccc32)cc1,-12.8%
COc1cccc(CNC(=O)CSc2ncc(S(=O)(=O)c3ccc(C)c(Cl)c3)c(=O)[nH]2)c1,?
CCN1CCSc2ccc(C(=O)NCc3ccc(F)cc3)cc21,-18.2%
COc1cc(CN(C(=O)COc2ccc(Cl)c(C)c2)c2ccccn2)cc(OC)c1OC,?
Cc1nn(-c2ccc(N3CCCCC3)nn2)c(C)c1CCC(=O)NCc1ccccc1,-22.5%
O=C(CSc1nc(=O)n(Cc2ccco2)c2c1CCC2)Nc1ccccc1C(F)(F)F,-4.7%
Nc1nn(-c2ccccc2)nc1C(=O)OCc1c(F)cccc1Cl,?
CCOc1cc(C#N)c(NC(=O)c2ccc(OC)c(S(=O)(=O)N3CCCC3)c2)cc1OCC,-11.1%
Cc1ccccc1C(=O)Nc1ccccc1-c1nc(-c2ccccc2)no1,-5.6%
CN(CC(=O)NCc1ccccc1)S(=O)(=O)c1ccc2[nH]c3c(c2c1)CCCC3,-1.9%
Cc1ccc(S(=O)(=O)NCc2nc(-c3cccc(C)c3)no2)cc1,-19.6%
CCOC(=O)c1c(C)oc2nc(C)nc(NCCc3ccc(OCC)c(OCC)c3)c12,-10.6%
COc1ccccc1NC(=O)C1=C(C)Nc2nc(SCc3ccccc3C)nn2C1CC(C)C (configuration not stated),2.9%
CC(NC(=O)c1ccccc1)c1nc2ccccc2n1Cc1ccc(Cl)cc1 (configuration not stated),-0.1%
CCOc1ccc(-c2cccc(NS(=O)(=O)c3c(C)cc(C)cc3C)c2)nn1,?
CCCOc1ccc(CNC(=O)C2CCCN(c3nc4c(C)cc(C)cc4s3)C2)cc1 (configuration not stated),0.0%
CCCCc1nn2c(=O)cc(COC(=O)c3ccccc3NC(=O)c3cccs3)nc2s1,1.0%
COc1cc(-c2noc(-c3ccc(N4CCCCC4)c([N+](=O)[O-])c3)n2)cc(OC)c1OC,16.9µM*
COc1cc(C(=O)N(Cc2ccc(N(C)C)cc2)CC2CCCO2)cc(OC)c1OC (configuration not stated),-5.7%
O=C(NCc1ccccc1Cl)C1CCCN(C(=O)c2cnn(-c3ccccc3)c2-n2cccc2)C1 (configuration not stated),-14.7%
O=S(=O)(c1ccccc1)c1nc(-c2ccccc2F)oc1N1CCOCC1,-15.5%
Cc1ccccc1CN1CCc2nc(N3CCN(c4ncccn4)CC3)ncc2C1,-0.1%
O=C(Nc1ccc(Cl)cc1)C1CCN(c2nc3ccccc3n3cccc23)CC1,-9.1%
Cc1cccc(N2CCN(C(=O)C3CCN(Cc4nc(-c5ccc(Cl)cc5)oc4C)CC3)CC2)c1C,-13.4%
O=C(Cn1cc(SCc2ccc(F)cc2)c2ccccc21)N1CCCCC1,-14.8%
Cc1ccc(CNC(=O)c2ccc3c(c2)N(Cc2cccc(C)c2)C(=O)CS3)cc1,-3.3%
Cc1cccc(N2CCN(S(=O)(=O)c3cc(Br)cc4c3N(C(=O)C3CC3)CC4)CC2C)c1 (configuration not stated),-3.8%
CCOc1ccc(NC(=O)Cn2cc(C(=O)c3ccc(CC)cc3)c(=O)c3cc(OC)c(OC)cc32)cc1,0.8%
COC(=O)C1CCN(c2csc3ccc(Cl)cc3c2=O)CC1,7.57µM*
CC1CCCCN1Cc1c(O)ccc2c(=O)c(-c3ccccc3Cl)c(C(F)(F)F)oc12 (configuration not stated),-3.3%
CCOC(=O)c1sc(N2C(=O)c3oc4ccccc4c(=O)c3C2c2ccc(C(C)(C)C)cc2)nc1C (configuration not stated),-1.9%
CC(C)Sc1ncc(Cl)c(C(=O)Nc2c(C(=O)Nc3ccccc3)oc3ccccc23)n1,3.5%
O=C(NC1CC(=O)N(c2ccccc2)C1)c1ccc(S(=O)(=O)N2CCCC2)cc1 (configuration not stated),-0.8%
CSc1ccc(CNC(=O)CN2C(=O)C3CCCCN3c3ccc(C(=O)N4CCCC4)cc32)cc1 (configuration not stated),-0.4%
CC(=O)Nc1ccccc1OCc1cc(=O)n2c(C)csc2n1,-1.6%
CCC1CN(C(=O)N2CCC(C(=O)NCCC3=CCCCC3)CC2)c2cc(C)ccc2O1 (configuration not stated),6.0%
Cc1cccc(CSc2cn(CC(=O)N3CCCCCC3)c3ccccc23)c1,?
CCOc1ccc(NC(=O)CCCc2nc(-c3cccc(OC)c3)no2)cc1,-15.2%
COc1cc(NC(=O)c2noc3c2CC(C)CC3)c(OC)cc1Cl (configuration not stated),-9.8%
COc1ccc(CCNC(=O)c2cc3c(=O)n(C)c4cc(Cl)ccc4c3s2)cc1OC,-5.0%
COc1ccc(C)cc1-n1c(SCC(=O)NCc2ccco2)nc2c([nH]c3ccccc32)c1=O,-6.2%

4 consecutive entries already listed:
canonical_smiles,FLuc counter
CCCn1c(=O)c2sccc2n2c(CCCC(=O)N3CCN(c4ccccc4OC)CC3)nnc12,-0.4%
CCc1ccc(S(=O)(=O)c2nnn3c2nc(Nc2cc(OC)ccc2OC)c2sccc23)cc1,0.0%
Cc1cccc(OCc2ccc(-c3nc(C#N)c(N4CCN(c5ccccc5)CC4)o3)o2)c1,-6.7%
COc1ccc(-c2c3c(nc4sc(C(=O)Nc5cccc(OC)c5)c(N)c24)CC(C)(C)CC3=O)cc1,-2.0%

Other records follow:
canonical_smiles,FLuc counter
Cc1ccc(NC(=O)CC(c2ccc(F)cc2)N2Cc3ccccc3C2=O)cc1C (configuration not stated),-7.9%
CCNC(=O)c1ccc(CSc2nc3ccncc3n2Cc2ccc(F)cc2)cc1,3.6%
COc1ccc(C)cc1NC(=O)CN(C)S(=O)(=O)c1ccc2[nH]c(=O)oc2c1,-5.3%
COc1cccc(-c2nc(SCC(=O)NCc3ccccc3)c3c(=O)n(C)c(=O)n(C)c3n2)c1,-3.6%
O=C(CSc1nc2nccnc2c(=O)n1CCc1c[nH]c2ccccc12)Nc1ccc(F)cc1,-5.1%
Cc1ccc(Cn2cnc3c(oc4ccccc43)c2=O)cc1,-2.7%
COc1ccc(-c2onc(C)c2C)cc1S(=O)(=O)NCC(C)c1ccccc1 (configuration not stated),1.7%
O=c1c2cc3c(cc2n(Cc2ccccc2)c(=O)n1Cc1nc(-c2ccccc2)no1)OCO3,-1.2%
Cc1ccc(CCNC(=O)c2cnc3c(-c4ccc(F)cc4)c(C)nn3c2C)cc1,0.3%
Cc1cccc(Oc2coc3cc(OCC(=O)NC4CCCCC4)ccc3c2=O)c1,-9.5%
COc1ccc(OC)c(S(=O)(=O)N2Cc3ccccc3CC2C(=O)Nc2ccc(Cl)cc2)c1 (configuration not stated),-7.6%
O=C(CCOc1ccccc1)N(Cc1cccnc1)c1nc2c(F)cccc2s1,-13.8%
Cc1ccc(OCC(=O)Nc2ccc(OCc3cc(=O)n4cccc(C)c4n3)cc2)cc1C,-1.7%

Source: PubChem
